High-throughput results: PubChem BioAssay, National Center for Advancing Translational Sciences (NCATS)
BCR signal inh: chronic active BCR signaling inhibition. 340,000 tested, 0.05% active. ABC-DLBCL IkBa-CBG/CBR reporter, luminescence ratio, 4 h. Potency, µM (highest dose often 46.1 µM), without a hit: at the highest dose ratio change, negative = lower green/red ratio, actives largely listed as inhibitors; active means well fitted inhibition curve with a large enough effect in the signal ratio, with a control signal flat, not every such curve was filed as active; inconclusive means small, poorly fitted or top-dose-only effect, or effect the other way, or a change in a side signal; the % refers to the signal ratio;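 further: potency means the concentration at half of the fitted maximal effect; plate controls were basal doxycycline-induced cells for no effect and cells given 10 µM MG132 for full effect; MG132 reads +100%, hits lower the ratio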
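Concentration-response series (up to 46 uM) were applied to TMD8 dual-reporter cells for 4 h at 37C with doxycycline. Green/red ratio, after filter-overlap correction, defined %Activity; red signal alone was normalised to basal cells and zero luminescence.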
Tb PFK block: T. brucei PFK enzyme inhibition; T. brucei PFK, ADP-Glo luminescence; AID 485367; 330,000 tested, 0.17% active; Potency, µM (top dose mostly 57.5 µM), for inactives: at the top dose activity, negative = inhibition, most hits filed as inhibitors; O15648;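 further: potency means the concentration at half of the fitted maximal effect; 0% = uninhibited 1x PFK enzyme wells and -100% = no-enzyme wells; nearly all actives have a fitted effect of over 60% in size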
Target sequence (O15648 whole entry, looked up): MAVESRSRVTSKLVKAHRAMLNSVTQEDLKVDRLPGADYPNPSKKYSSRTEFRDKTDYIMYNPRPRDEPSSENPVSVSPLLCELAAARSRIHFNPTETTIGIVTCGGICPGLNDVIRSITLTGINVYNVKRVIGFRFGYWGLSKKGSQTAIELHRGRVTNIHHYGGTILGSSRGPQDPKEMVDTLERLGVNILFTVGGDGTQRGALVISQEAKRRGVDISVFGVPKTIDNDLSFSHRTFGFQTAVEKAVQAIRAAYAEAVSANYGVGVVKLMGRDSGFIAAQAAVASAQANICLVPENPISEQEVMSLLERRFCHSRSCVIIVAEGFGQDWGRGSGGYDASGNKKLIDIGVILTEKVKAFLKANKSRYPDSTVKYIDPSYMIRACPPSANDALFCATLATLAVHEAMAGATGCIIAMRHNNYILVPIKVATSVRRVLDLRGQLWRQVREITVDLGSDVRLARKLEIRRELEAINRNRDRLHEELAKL
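Luminescent ADP detection (ADP-Glo, two-step: ATP depletion then ADP-to-ATP conversion for luciferase) reported PFK activity after 45 min room-temperature reaction of 1.25 nM enzyme with 0.5 mM F6P and 0.1 mM ATP at pH 8.0.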
TSG101-PTAP inh: blocks PTAP/TSG101 interaction to inhibit HIV-1 budding | 340,000 tested, under 10 active | AID 493005 | Q99816 | Fluorescence polarization, FITC-PTAP peptide / Tsg101 binding | Potency, µM (top dose mostly 115 µM), for inactives: at the top dose activity change, negative = inhibition, most hits filed as inhibitors; active means well fitted inhibition curve with a large enough effect in the main read-out, with a control signal flat, not every such curve was filed as active; inconclusive means small, poorly fitted or top-dose-only effect, or effect the other way, or a change in a side signal; inactive means no such curve, though single readings can be large or run the other way; further: potency means the concentration at half of the fitted maximal effect; % of control where 0% means no effect
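FP read-out: FITC-PTAP peptide, 50 nM final, binding Tsg101 binding domain, 10 uM final; 20 min, r.t.; 10 mM HEPES pH 7.5, 0.15 M NaCl, 0.01% Tween 20, 3 mM EDTA, 0.1 mM TCEP.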
GALK inhibitor: galactokinase (human) inhibition. P51570. AID 1868. 270,000 tested, 0.007% active. Potency, µM (titrated, usually from 57.5 µM), inactives show at the highest dose activity change, negative = inhibition, usual class: inhibitors. Purified GALK, Kinase-Glo residual ATP luminescence; further: potency means the concentration at half of the fitted maximal effect; on the % scale 0 is the no-effect control and ±100 the full control effect
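ATP-depletion format; final 35 uM ATP, 100 uM D-galactose, 5 nM enzyme; pH 8.0 HEPES/Mg2+ buffer; 60 min RT; luminescence read 10 min after detection reagent.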
a7 integrin act: activates integrin-mediated alleviation for muscular dystrophy; alpha7betagal myoblasts, beta-gal FDG fluorescence, 48 h; Potency, µM (highest dose often 38.3 µM), for the others: at the top dose activation, actives largely listed as activators; 350,000 tested, 0.064% active; AID 624291;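 further: potency means the concentration at half of the fitted maximal effect; 100% = response of the positive control SU9516; nearly all actives have a fitted effect of over 60% in size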
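alpha7betagal+/- myoblasts (passage 13, 250/well) treated 48 h at 37C with compounds at 1:260 dilution of DMSO stock. Lysed, then beta-galactosidase activity read as FDG fluorescence (ex 480/em 540) after 30 min, with pre-read for autofluorescence.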
Coupling enz: counter-screen for Giardia aldolase inhibitors: coupling enzyme system; coupling enzyme system counterscreen, AmpLite Red fluorescence; activity change, negative = inhibition, % at 58.2 µM, hits read low; 290,000 tested, 0.67% active; AID 2472; in the data active means activity change below about -30%; further: on the % scale 0 is the no-effect control and ±100 the full control effect
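Counterscreen lacking aldolase: glyceraldehyde-3-phosphate coupling-enzyme reagent preincubated 10 min at RT with compound (at 57.5 uM final), then substrate/coupling system with AmpLite Red added; fluorescence read at 525/598 nm after 20 min RT.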
B2AR arrestin: agonists driving beta-arrestin recruitment to human beta2-adrenergic receptor; beta-arrestin recruitment to beta2AR, cell-based reporter; 330,000 tested, 0.02% active; AID 492947; P07550; Potency, µM (series often up to 46.1 µM), inactives show at the top dose activation, actives largely listed as activators;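 further: potency means the concentration at half of the fitted maximal effect; 0% = DMSO controls and full agonism = EC100 isoproterenol or metaproterenol; nearly all actives have a fitted effect of over 65% in size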
Menin-MLL TR inh: menin-MLL binding inhibition, Texas Red mutant peptide. O00255. Menin + Texas Red MLL mutant peptide, fluorescence polarization. Potency, µM (series often up to 61.6 µM), inactives show at the highest dose FP activity change, negative = inhibition, hits mostly inhibitors. 270,000 tested, 0.23% active; active means well fitted inhibition curve with a large enough effect in the polarisation, with a control signal flat, not every such curve was filed as active; inconclusive means small, poorly fitted or top-dose-only effect, or effect the other way, or a change in a side signal; inactive means no such curve, though single readings can be large or run the other way; the % refers to the polarisation; further: potency means the concentration at half of the fitted maximal effect; % of control where 0% means no effect; many of its hits are not listed in these tables
S-ASM inh: inhibitors of human secretory acid sphingomyelinase; Potency, µM (highest dose often 57.5 µM), inactives show top-dose activity change, negative = inhibition, actives largely listed as inhibitors; placental ASM, HMU-PC fluorogenic substrate, 60 min; P17405; 340,000 tested, 0.006% active; AID 504937; further: potency means the concentration at half of the fitted maximal effect
Target sequence (P17405 47-631 limits assumed): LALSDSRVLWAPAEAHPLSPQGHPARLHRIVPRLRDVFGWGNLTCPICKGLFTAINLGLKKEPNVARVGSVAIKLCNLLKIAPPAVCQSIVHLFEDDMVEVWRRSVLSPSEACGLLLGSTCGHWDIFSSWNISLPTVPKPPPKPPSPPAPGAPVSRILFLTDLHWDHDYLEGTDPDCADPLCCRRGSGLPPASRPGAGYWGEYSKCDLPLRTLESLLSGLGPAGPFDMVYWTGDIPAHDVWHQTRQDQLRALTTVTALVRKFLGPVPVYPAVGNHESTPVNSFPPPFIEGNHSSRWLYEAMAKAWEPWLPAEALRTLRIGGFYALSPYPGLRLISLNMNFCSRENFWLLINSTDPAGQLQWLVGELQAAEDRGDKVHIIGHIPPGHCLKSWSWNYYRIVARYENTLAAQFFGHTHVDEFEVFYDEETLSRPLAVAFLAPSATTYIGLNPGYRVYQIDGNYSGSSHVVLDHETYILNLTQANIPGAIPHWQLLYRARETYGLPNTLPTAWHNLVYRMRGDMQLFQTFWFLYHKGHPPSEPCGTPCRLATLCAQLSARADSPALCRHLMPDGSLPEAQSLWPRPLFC
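Steps: dispense placental human ASM, pin compound, wait 10 min at room temperature, add HMU-PC0 substrate at 9 uM final, incubate 60 min at 37 °C, add stop solution raising pH to 10, read fluorescence.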
Giardia killer: kills Giardia lamblia. Giardia lamblia trophozoite viability. activity change, % at 7.66 µM, hits read low. 340,000 tested, 0.15% active. AID 540267; in the data active means activity change below about -80%; inconclusive means between about -30% and that limit;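 further: parasites exposed to compound for two days anaerobically before the ATP read; on the % scale 0 is the no-effect control and ±100 the full control effect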
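Media and compound were dispensed first, then trophozoites at 100 cells/well; plates sat 48 hrs at 37 deg C without oxygen before ATP luminescence reagent was added and read after 15-30 min at room temperature.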
PKM2 act: increases activity of human pyruvate kinase M2; 260,000 tested, 0.34% active; P14618; AID 1631; Potency, µM (titrated, usually from 57.5 µM), for the others: at the highest dose activation, usual class: activators; purified PKM2, Kinase-Glo ATP luminescence, activation; response scale: 0% is enzyme alone, no compound; further: potency means the concentration at half of the fitted maximal effect; on the % scale 0 is the no-effect control and ±100 the full control effect; nearly all actives have a fitted effect of over 55% in size
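ATP formation by purified human PK-M2, quantified via coupled luciferase luminescence after 1 h at room temperature with 0.1 mM ADP and 0.5 mM PEP final.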
* = called active by the depositor; ? = inconclusive; . = not tested or not shown; [ ] = another dose, or the depositor's remark. Unless noted, the call rests on the fitted dose curve; in most records, active means well fitted curve in the direction sought with a large enough effect; inconclusive means small, poorly fitted or top-dose-only effect, or another doubt; inactive means no such curve, though single readings can be large; an effect the other way counts as inactive or inconclusive. This is a subset; rates above refer to the full screens.

SMILES	BCR signal inh	Tb PFK block	TSG101-PTAP inh	GALK inhibitor	a7 integrin act	Coupling enz	B2AR arrestin	Menin-MLL TR inh	S-ASM inh	Giardia killer	PKM2 act
COc1cccc(C(=O)c2c[nH]c(C(=O)NCCCN(C)C)c2)c1	-6%	1%	0%	2%	.	1	-0.1%	-7%	-4%	-24	3%
Clc1ccc(N=c2ssnc2Cl)cc1	?	?	1%	-1%	-4%	11	-0.1%	-3%	-6%	-3	-30%
COc1ccccc1NC(=O)N1CCCC1C(=O)NCc1ccccc1Cl (stereo not given)	5%	2%	-1%	-2%	15%	-1	-0.6%	6%	-2%	2	0%[11.5 µM]
CCOC(=O)C1(Cc2ccc(Cl)cc2)CCN(Cc2nccn2CC)CC1	-2%	-5%	4%	1%	21%	2	-0.3%	?	3%	-14	7%
COCCNC(=O)C(=O)NCC1OCCN1C(=O)c1ccc(Cl)cc1 (stereo not given)	3%	0%	0%	.	-3%	2	-0.8%	0%	1%	-18	-3%
CCN(c1ccccc1)P(=O)(Nc1ccccc1)Nc1ccccc1	0%	1%	-11%	-1%	12%	2	-0.9%	.	5%	20	2%
C[C@]12CC[C@H](O)CC1=CCC1C2CC[C@@]2(C)C1CC[C@@H]2NC(=O)CCC(=O)O (stereo not given in full)	?	0%	0%	.	-5%	.	-0.9%	.	2%	-10	.
O=C(C1=C[C@@H](c2ccc(Br)cc2)C[C@@H](OCc2ccc(CO)cc2)O1)N1CCN(Cc2ccc3c(c2)OCO3)CC1	?	3%	-4%	-4%	-22%	2	0.0%	-9%	-9%	12	2%
Cc1cc([N+](=O)[O-])nn1CC(=O)Nc1ccc(Cl)cn1	-2%	-7%	1%	-1%	29%	2	-0.4%	10%	-2%	4	-3%
CCOc1ccc(S(=O)(=O)NCc2ccccn2)cc1NC(=O)c1ccccc1F	?	-1%	2%	-2%	-13%	-1	0.2%	13%	0%	11	-6%
Cc1cc(OCC(=O)N2CCOCC2)ccc1[N+](=O)[O-]	0%	-12%	-2%	0%	4%	2	1.0%	.	2%	9	-4%
Cc1cccc(-n2ncc3c(NCCCn4ccnc4)ncnc32)c1	?	1%	-3%	0%	13%	2	0.0%	0%	-2%	-2	-1%
O=S(=O)(NC1=NCCC1)c1cccs1	-2%	-4%	-5%	1%	4%	2	-0.6%	-4%	-1%	-4	7%
NC(=O)c1nsc(C(=O)N(c2ccc(Cl)cc2)C(C(=O)NCC2CCCO2)c2cccs2)c1N (stereo not given)	3%	0%	-8%	-2%	16%	0	0.4%	3%	.	-16	-3%
COc1ccc(CCCC(=O)NCC(=O)N/N=C/c2cc(Cl)ccc2OC)cc1	-20%	2%	-2%	-8%	-22%	-17	0.0%	3%	-11%	20	0%
O=C(NC(=S)Nc1ccc(N2CCCC2)cc1)c1ccc(F)cc1	?	3%	1%	3%	-19%	0	-0.6%	?	-3%	-16	1%
Cc1cc(-c2ccc(C)c(S(=O)(=O)NCc3ccc(OC(C)C)cc3)c2)on1	12%	-2%	-6%	8%	27%	-3	-0.2%	21%	-18%	-27	.
COC(=O)c1sccc1NC(=O)C1C2C=CC(C2)C1C(=O)O (stereo not given)	10%	0%	-3%	-4%	-14%	0	-0.2%	-10%	0%	1	1%
COC(=O)[C@]1(Cc2ccccc2)N[C@H](c2ccc(-c3cccc(Cl)c3)cc2)[C@@H]2C(=O)N(C)C(=O)[C@@H]21	?	-13%	-1%	.	8%	.	-0.2%	.	-9%	1	.
COc1ccc(NC(=O)c2cc(Cl)ccc2NC(=O)c2ccco2)c(OC)c1	?	2%	-12%	1%	-2%	-2	0.0%	12%	-5%	-2	-1%
CC1CCCCC1NC(=O)C(Cc1ccccc1)NS(=O)(=O)c1cccs1 (stereo not given)	-1%	0%	-1%	1%	32%	3	-0.7%	2%	6%	13	1%
O=C(C1CCCN(S(=O)(=O)c2ccc([N+](=O)[O-])cc2)C1)N1CCCCC1 (stereo not given)	0%	2%	-1%	-5%	20%	.	-0.6%	.	1%	6	-11%
O=C(COc1ccc([N+](=O)[O-])cc1Cl)Nn1cnnc1	3%	0%	-4%	0%	0%	8	-1.1%	.	0%	-21	-1%
CCOC(=O)C1=C(c2ccccc2)NC(SCC(=O)Nc2ccc(C)cc2)=C(C#N)C1c1ccco1 (stereo not given)	.	.	-10%	0%	17%	0	.	?	-17%	10	8%
Cc1ccc(S(=O)(=O)NCCNS(=O)(=O)c2ccccc2Br)cc1	-4%	0%	-6%	.	-4%	.	-0.2%	.	-1%	5	.
O=C(CCCc1ccccc1)Nc1ccccn1	0%	1%	-1%	-2%	?	1	0.0%	1%	-3%	-5	-5%
Cc1cccc(CN2C(=O)/C(=C\c3ccc(C(=O)NCCN4CCOCC4)cc3)Sc3ccccc32)c1	?	-1%	-5%	4%	?	.	0.3%	.	-5%	28	.
COc1ccccc1OCC(=O)/C=C1/N(C)c2ccccc2C1(C)C	?	1%	4%	-2%	-57%[inhibitor]	-8	0.0%	?	95%[activator]	-6	-1%
Cc1ccc(/C=C2/NC(=O)N(Cc3ccccc3)C2=O)s1	?	-6%	?	-1%	16%	2	-0.4%	?	-2%	5	20%
Oc1ccc(/C=N/Nc2ccc(Cl)nn2)c(O)c1O	?	-7%	-8%	-2%	-17%	-38*	-1.1%	?	-2%	-5	.
O=C(COC(=O)c1ccccc1NC(=O)c1ccco1)NCCC1=CCCCC1	?	0%	0%	-4%	-7%	1	-0.1%	-12%	-2%	-8	0%
COC(=O)c1ccc(CNC(=O)COC(=O)CCC(=O)c2ccc(F)cc2)cc1	2%	-7%	-2%	.	7%	.	2.9%	.	3%	6	.
CC(=O)OCc1c(C(F)(F)F)nn(C)c1SCc1ccc(Cl)cc1	8%	-2%	-2%	-1%	22%	-12	-0.3%	?	-2%	17	-1%
COc1cc2cc(/C=C/C(=O)c3ccco3)c(Cl)nc2cc1OC	?	1%	-4%	-7%	-3%	0	0.1%	.	41%[activator]	-17	13%
CCS(=O)(=O)n1nc(-c2ccccc2)nc1N	4%	1%	-4%	-2%	3%	5	-1.1%	9%	-1%	11	0%
CC(C)C[C@H](NC(=O)N1CC(=O)Nc2ccccc21)C(=O)N[C@H](C(=O)O)c1ccccc1	-9%	-5%	-2%	.	18%	7	0.0%	-3%	-8%	2	0%
Cc1ccc(NC(=O)CSc2nnc(CSc3nc(C)cc(C)n3)n2Cc2ccco2)c(C)c1	-2%	-12%	2%	-1%	-29%	6	0.0%	-21%	-3%	-1	3%
Cc1ccc(CCNC(=O)CCS(=O)(=O)c2ccc(Br)cc2)cc1	0%	-6%	-8%	7%	4%	6	-1.0%	-2%	-4%	8	1%
c1ccc2c(C[C@@H]3CNCCN3CCCCC3CCCCC3)cccc2c1	0%	8%	2%	.	0%	.	-0.2%	.	-11%	4	.
Cc1c(C(C)(C)O)[nH]c2ccc(C#N)cc12	7%	-26%	-4%	.	-4%	0	0.4%	7%	-5%	38[activator]	-4%
Cc1ccc(C)c(OCC(=O)N(Cc2nnc(-c3ccccc3Cl)o2)C2CC2)c1	-14%	2%	-2%	.	-4%	.	-0.2%	.	-1%	10	.
CC(=O)Nc1ccc(N2C(=O)CCC2=O)cc1C	-19%	2%	0%	0%	2%	2	-0.1%	8%	-2%	-3	0%
Cc1cc2cc(CNC(=O)Nc3ccccc3)ccc2[nH]1	?	-1%	-4%	-1%	-10%	2	-0.8%	?	-3%	-8	4%
CCCNC(=O)c1ccc2c(=O)c(O)c(-c3ccc(OC)cc3)[nH]c2c1	8%	3%	4%	0%	3%	-2	-0.1%	.	61%	-9	0%
N=c1n(N)c2ccccc2n1CC(=O)c1ccc(Br)cc1	4%	-4%	-5%	-6%	0%	4	-0.9%	4%	-2%	-22	0%
CC1CCN(C(=O)CCc2nnc3ccc(NCc4ccco4)nn23)CC1	6%	2%	-4%	-3%	?	4	-0.9%	-5%	2%	30	.
CSc1ccccc1NC(=O)c1cc(-c2cccnc2)nc2ccc(Br)cc12	3%	-1%	3%	8%	-44%	3	0.1%	9%	-3%	-2	0%
Cc1cc(C(=O)NCC(=O)OCC(=O)NCC2CCCO2)ccc1[N+](=O)[O-] (stereo not given)	1%	0%	0%	.	22%	.	-0.1%	.	-1%	4	.
O=C(COc1cc(F)ccc1[N+](=O)[O-])Nc1cc(S(=O)(=O)N2CCCC2)ccc1Cl	-7%	0%	8%	.	-32%[inhibitor]	.	-0.1%	.	4%	-19	.
